HIV fusion peptide: cell-free HIV fusion peptide-binding blockers – biochemical, uHTS, fluorescence dequenching, primary screen (AID 1986) | cell-free peptide binding, fluorescence dequenching, 30 min; higher % means a stronger effect | inhibition, % at 20 µM, or IC50 in µM where a hit was titrated | actives 0.3% (n = 290,000); in the data active means inhibition mostly above about 52%, no sharp cut-off; inactive means mostly below about 76%; further: some results filed as inactive read as strong as hits
Myeloid diff MLP: promotes myeloid progenitor differentiation. AID 624256. actives 1% (n = 360,000). calls only at 10 µM. ER-HoxA9 myeloid progenitors, lysozyme-GFP differentiation, flow cytometry;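 active means normalized GFP-positive differentiation at or above the plate's own cutoff, the solvent-only control mean plus 3 SD; inconclusive means no clear call, values can overlap the other calls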;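 further: cells exposed to compound for four days before flow analysis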
GPR35 antagonists: GPR35 antagonists blocking zaprinast-driven arrestin recruitment, primary screen, imaging, U2OS, beta-arrestin-GFP, zaprinast agonist (AID 2058); U2OS GPR35 beta-arrestin-GFP translocation imaging, zaprinast antagonism; higher % means a stronger effect; actives 0.052% (n = 290,000); one-dose inhibition, % at 10 µM; IC50 in µM for titrated hits;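 active means inhibition of at least 50% with at least 30 cells and total cytoplasm GFP at most 10,000,000; inconclusive means under 30 cells or total GFP of 10,000,000 plus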
HEK293 NOD2/NF-kB: NOD2 signaling inhibitors, cell-based, luminescence, uHTS, HEK293 (AID 1566). inhibition, % at 4 µM; hits with a dose series show EC50 in µM. HEK293 NOD2/NF-kB luciferase reporter, luminescence; higher % means a stronger effect. actives 0.63% (n = 290,000); further: many of its hits are not listed in these tables
GPR55 LPI antagonism: GPR55 antagonists blocking LPI-driven arrestin recruitment, primary screen, imaging, U2OS, beta-arrestin-GFP, LPI agonist (AID 2013). U2OS GPR55 beta-arrestin-GFP translocation imaging, LPI antagonism; higher % means a stronger effect. one-dose inhibition, % at 10 µM; IC50 in µM for titrated hits. actives 0.13% (n = 290,000);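 active means spots per cell inhibited over 60%, with over 100 cells counted and total cytoplasm intensity under 500,000; inconclusive means wells with under 100 cells, flagged as likely toxic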;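 further: U2OS cells stably carrying GPR55 and arrestin-GFP stimulated by 5 µM LPI near EC80; imaged beta-arrestin-GFP aggregate spots per cell after agonist stimulation; plate controls were LPI-stimulated DMSO wells for no effect and DMSO wells without LPI for full effect; some results filed as inactive read as strong as hits; confirmed hits need IC50 under 10 µM and bright autofluorescent wells are also inconclusive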
GPR55 activation: selective activators of receptor GPR55 – imaging, U2OS cells, beta-arrestin-GFP redistribution, primary screen (AID 1961). actives 0.048% (n = 290,000). activation, % at 10 µM, or EC50 in µM where a hit was titrated. U2OS GPR55 beta-arrestin-GFP redistribution imaging; higher % means a stronger effect;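 active means activation above 40% with more than 50 cells counted in the well; inconclusive means wells holding fewer than 50 cells, flagged as toxic or sparse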;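 further: U2OS osteosarcoma cells stably expressing GPR55 and beta-arrestin-GFP; plate controls were DMSO negative control for no effect and LPI positive control for full effect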
KOR beta-arrestin-1: KOR antagonists, beta-arrestin recruitment, cell-based, luminescence, uHTS (AID 1778). KOR beta-arrestin recruitment, luminescence, antagonist mode; higher % means a stronger effect. actives 0.091% (n = 290,000). one-dose inhibition, % at 10 µM; IC50 in µM for titrated hits; further: strong numbers were not always called active
KOR beta-arrestin-2: KOR agonists, beta-arrestin recruitment, primary screen, cell-based, luminescence, uHTS (AID 1777). actives 0.02% (n = 280,000). activation, % at 10 µM; hits with a dose series show EC50 in µM. KOR beta-arrestin recruitment, luminescence; higher % means a stronger effect; in the data active means activation above about 50%, passing the limit was not always enough; further: a part of the inactive calls stands beside numbers as strong as those of hits
NOD1 NF-kB reporter: NOD1 signaling inhibitors, primary screen, cell-based, luminescence, uHTS (AID 1578). one-dose inhibition, % at 4 µM; EC50 in µM for titrated hits. NOD1-driven NF-kB luciferase reporter cells, luminescence; higher % means a stronger effect. actives 1% (n = 290,000); in the data active means inhibition mostly above about 36%, no sharp cut-off; inactive means mostly below about 34%;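 further: HEK-293T reporter cells stimulated with the NOD1 agonist gamma-tri-DAP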
Myeloid diff MLP GFP+ MAC1+ %: second read-out of Myeloid diff MLP, no call of its own (marks repeat the call); GFP+ MAC1+ double positive, %; measured here: differentiation confirmed by MAC1 staining
* = called active by the depositor; i = inactive; ? = inconclusive; nt = no result given; + = active, no number; [ ] = dose if it differs, or a comment. Unless noted, no stated cut-off is given here; in the data, active means inhibition above about 50%; inactive means the rest. A portion of the library. The share of hits here may be higher or lower than overall.

SMILES	HIV fusion peptide	Myeloid diff MLP	Myeloid diff MLP GFP+ MAC1+ %	GPR35 antagonists	HEK293 NOD2/NF-kB	GPR55 LPI antagonism	GPR55 activation	KOR beta-arrestin-1	KOR beta-arrestin-2	NOD1 NF-kB reporter
Cc1nn(C)cc1NC(=O)CCSc1nc(-c2ccco2)cc(C(F)(F)F)n1	0.6%	i	0.6	-10%	15%	10%	-0.2%	5%	-5.4%	-9%
CCCc1nn2c(=O)cc(CSCC(=O)Nc3nnc(CC)s3)nc2s1	-0.6%	?	nt	-1%	4%	2%	-0.1%	-31%	5.2%	-21%
O=C(Cc1cc2ccccc2o1)NCc1ccc(F)cc1	0.2%	i	1.3	10%	-16%	-9%	0.0%	17%	-3.1%	-8%
Cc1cc(-c2cccs2)c(C#N)c(=S)[nH]1	0.7%	i	0.6	4%	24%	-4%	-0.1%	11%	-0.5%	6%
CC1CCN(CC(=O)Nc2ccc(S(=O)(=O)N3CCC(C)CC3)cc2)CC1	2.0%	i	0.3	4%	-18%	0%	-0.2%	-23%[20 µM]	-3.8%	-24%
c1ccc(-n2c(SCC3CCCCO3)nnc2-c2cnccn2)cc1 (stereo unspecified)	-0.6%	i	1.0	2%	9%	-18%	-0.1%	-126%	4.1%	12%
Cc1nn(Cc2ccc(C(=O)NC3CCCCC3)o2)c(C)c1Br	0.6%	i	7.3	-4%	18%	8%	0.3%	26%	-4.6%	2%
COc1cccc(C2/C(=C(\O)c3ccc4c(c3)OCCO4)C(=O)C(=O)N2CCCN2CCOCC2)c1OC (stereo unspecified)	-1.5%	i	2.3	-5%	-1%	8%	-0.1%	-19%	-6.8%	-23%
COc1ccc2c(c1)-c1c(sn(-c3ccc(OC)c(OC)c3)c1=S)C(C)(C)N2	-3.8%	i	2.2	3%	-3%	nt	0.0%	2%	2.6%	4%
Cc1cc2c(c(=O)n1CC1CCCO1)C(c1ccc3c(c1)OCO3)C(C#N)=C(N)O2 (stereo unspecified)	0.1%	i	0.6	-5%	16%	3%	-0.3%	15%	7.1%	8%
Oc1c(Br)cc(Br)cc1CNn1cnnc1	-2.5%	i	0.7	1%	4%	-9%	-0.1%	4%	1.2%	5%
CCN(CC)CCNC(=O)c1ccc(NC(=O)c2ccc(COc3ccccc3)cc2)cc1	-1.4%	i	2.0	5%	22%	-8%	0.0%	2%	-2.1%	-15%
CCN(CC)CCn1c(NCc2cccc(OC)c2OC)nc2ccccc21	2.5%	i	0.9	12%	-7%	-4%	0.3%	nt	nt	-18%
CSCCC(NS(=O)(=O)c1ccc(C)c(C(=O)O)c1)C(=O)O (stereo unspecified)	0.5%	i	0.0	15%	-15%	-1%	-0.2%	0%	21%	20%
C=CCn1c(SCc2nc3sc(C(=O)O)c(C)c3c(=O)[nH]2)nnc1-c1ccc(C(C)(C)C)cc1	22%	i	0.7	-8%	8%	-6%	0.2%	15%	-3.7%	2%
O=[N+]([O-])c1cccc(S(=O)(=O)N2CCCCC2)c1	0.0%	i	0.5	1%	8%	5%	-0.2%	-1%[20 µM]	-2.3%	-7%
Cc1ccc(C)c(N2CCN(C(=O)c3ccc4c(=O)n5c(nc4c3)CCCCC5)CC2)c1	-1.4%	?	nt	0%	41%	-4%	-0.3%	1%[20 µM]	-4.7%	-15%
CSc1ccc(C(=O)NC2CCSc3ccccc32)cc1 (stereo unspecified)	0.4%	i	0.5	4%	-8%	0%	-0.3%	-22%	1.9%	-20%
Cc1cc(/C=c2\sc3nc4ccccc4n3c2=O)c(C)n1-c1ccc(C(=O)O)cc1	26µM*	i	0.3	-19%	0%	9%	-0.1%	-13%	1.2%	21%
COc1ccc(NC(=O)CN2CCN(S(=O)(=O)N3CCCCCC3)CC2)cc1	1.6%	i	0.3	1%	-3%	4%	-0.2%	-3%	-4.6%	-20%
Cc1ccc(C(=O)N2CCN(C(=O)CN3CCCC3)C2)cc1	-2.6%	i	0.5	-13%	6%	-3%	-0.2%	27%	-9.3%	-3%
COc1ccccc1CN1CCNC(=O)C1CC(=O)N(C)CC1CCOCC1 (stereo unspecified)	1.8%	i	3.9	-3%	3%	0%	0.2%	0%	2.1%	-19%
COC(=O)c1cccc(NC(=O)CN(c2ccc3c(c2)OCO3)S(C)(=O)=O)c1C	-0.8%	i	0.7	-2%	-4%	-2%	0.1%	-87%	-1.7%	21%
Cc1ccc2nc(SCc3ccc([N+](=O)[O-])cc3)[nH]c2c1	-2.8%	i	3.5	-11%	-24%	-5%	0.3%	10%	-6.9%	1%

Fetched by structure from the entries so far, six records:
SMILES	HIV fusion peptide	Myeloid diff MLP	Myeloid diff MLP GFP+ MAC1+ %	GPR35 antagonists	HEK293 NOD2/NF-kB	GPR55 LPI antagonism	GPR55 activation	KOR beta-arrestin-1	KOR beta-arrestin-2	NOD1 NF-kB reporter
Cc1ccc(C)c(N2CCN(C(=O)c3ccc4c(=O)n5c(nc4c3)CCCCC5)CC2)c1	-1.4%	?	nt	0%	41%	-4%	-0.3%	1%[20 µM]	-4.7%	-15%
O=[N+]([O-])c1cccc(S(=O)(=O)N2CCCCC2)c1	0.0%	i	0.5	1%	8%	5%	-0.2%	-1%[20 µM]	-2.3%	-7%
Cc1ccc(C(=O)N2CCN(C(=O)CN3CCCC3)C2)cc1	-2.6%	i	0.5	-13%	6%	-3%	-0.2%	27%	-9.3%	-3%
CCN(CC)CCn1c(NCc2cccc(OC)c2OC)nc2ccccc21	2.5%	i	0.9	12%	-7%	-4%	0.3%	nt	nt	-18%
Cc1cc(/C=c2\sc3nc4ccccc4n3c2=O)c(C)n1-c1ccc(C(=O)O)cc1	26µM*	i	0.3	-19%	0%	9%	-0.1%	-13%	1.2%	21%
Cc1ccc2nc(SCc3ccc([N+](=O)[O-])cc3)[nH]c2c1	-2.8%	i	3.5	-11%	-24%	-5%	0.3%	10%	-6.9%	1%

Additional results:
SMILES	HIV fusion peptide	Myeloid diff MLP	Myeloid diff MLP GFP+ MAC1+ %	GPR35 antagonists	HEK293 NOD2/NF-kB	GPR55 LPI antagonism	GPR55 activation	KOR beta-arrestin-1	KOR beta-arrestin-2	NOD1 NF-kB reporter
O=C(c1ccc2c(=O)n(Cc3ccco3)c(=S)[nH]c2c1)N1CCN(c2ccccc2)CC1	1.9%	i	0.9	-2%	21%	7%	-0.1%	-15%	-0.7%	20%
Cc1nnc(N/N=C/c2cccs2)[nH]c1=O	-1.3%	i	0.6	-1%	-3%	8%	-0.3%	4%	-0.2%	-13%
CCn1c(SCC(=O)N2CCN(c3ccc(F)cc3)CC2)nc2ccccc2c1=O	-1.4%	i	3.7	-14%	9%	8%	-0.1%	-7%	1.0%	-22%
Cc1cccc(OCCCN2CCOCC2)c1C	-0.7%	i	0.5	26%	-6%	1%	-0.2%	-4%	3.5%	2%
CCn1nnc(NC(=O)c2ccc(C(C)(C)C)cc2)n1	-0.4%	i	0.5	5%	-89%	-24%	1.2%	-32%	-5.2%	-65%
CCc1c(C)nc2ncnn2c1NCCc1ccc(Cl)cc1	-1.4%	i	0.4	6%	24%	8%	-0.1%	0%[20 µM]	nt	58%*
COc1ccc(NS(=O)(=O)c2ccc(N3CCOCC3)c(NC(=O)C(C)C)c2)cc1	-0.1%	i	0.6	9%	32%	11%	-0.4%	26%	-2.1%	11%
Cc1cccc(C)c1NC(=O)CSc1nnc(-c2ccncc2)n1Cc1ccco1	-0.6%	nt	nt	10%	-1%	0%	-0.2%	-4%	0.4%	3%
CCC(=O)Nc1cccc(C2=NOC3(C2)C[C@H](C(N)=O)N(C(=O)Cc2ccc([N+](=O)[O-])cc2)C3)c1 (stereo partly specified)	-1.1%	i	1.1	1%	16%	7%	-0.2%	13%	4.6%	0%
CS(=O)(=O)N1CCN(C(=O)c2cc3ccccc3oc2=O)CC1	-2.1%	i	0.7	20%	3%	2%	0.2%	-45%	-3.9%	-5%
CCOC(=O)C[n+]1c(C)csc1C	-1.7%	i	0.7	-3%	14%	0%	-0.2%	-15%	0.6%	-25%
Cc1ncsc1C(=O)Nc1nc2c(s1)CCCC2	0.5%	i	2.4	-7%	-50%	-10%	-0.2%	-25%	-1.8%	-45%
O=C(Nc1cccc(N2C(=O)C3C4C=CC(C4)C3C2=O)c1)c1cccs1 (stereo unspecified)	-0.2%	i	0.5	14%	4%	4%	-0.1%	6%[20 µM]	1.0%	0%
COc1ccc(NC(=S)Nc2cccc(C(F)(F)F)c2)c(C)c1	-1.5%	i	0.5	-2%	-5%	-7%	-0.2%	10%	-5.5%	-37%
CCOc1ccccc1NC(=O)C1CCC(CNc2c(N3CCOCC3)c(=O)c2=O)CC1 (stereo unspecified)	0.0%	i	2.3	-9%	3%	11%	0.3%	-2%	0.6%	-4%
CN(C)C(CNC(=O)Nc1cccc(Cl)c1)c1cccnc1 (stereo unspecified)	-1.7%	i	1.2	4%	13%	9%	0.0%	31%	5.6%	-14%
O=C(NC(=S)NCc1ccc(-c2nc3ccccc3s2)cc1)c1ccco1	-1.4%	i	0.4	6%	-60%	0%	1.2%	-26%	17%	-41%
CC(=O)Oc1ccc(N2C(=O)C3C(C2=O)C2C=CC3C23CC3)cc1[N+](=O)[O-] (stereo unspecified)	-0.5%	i	0.2	16%	-19%	-14%	0.2%	-37%[20 µM]	-0.7%	2%
Cc1ccc(S(=O)(=O)/N=C2\C(=O)c3ccccc3C([O-])=C2n2cc[n+](CCC(C)C)c2)cc1	-2.7%	nt	nt	7%	29%	30%	-0.1%	21%	-4.4%	4%
CCCCN(C)CCC(=O)Nc1ccc(OC)cc1OC	0.1%	i	0.7	11%	6%	-6%	0.0%	-8%	-2.2%	-24%
O=C(O)c1cc2c(cc1Cl)N1CCCCCC1=NS2(=O)=O	-1.1%	i	0.2	5%	19%	9%	0.0%	9%	-3.0%	-23%
CCOC(=O)CSc1nnc(-c2ccc([N+](=O)[O-])cc2)o1	-0.3%	i	0.6	15%	20%	2%	-0.2%	17%[20 µM]	nt	-26%
CCCCn1c(CCNC(=O)c2cccs2)nc2ccccc21	-1.8%	i	2.8	-1%	-12%	-11%	0.0%	-55%	4.8%	12%
COc1nc(N)nc2nc[nH]c12	-0.3%	i	2.2	4%	3%	-12%	-0.1%	8%[20 µM]	-0.8%	-14%
COc1cc(CN2CCc3c([nH]c4ccccc34)C2)cc(OC)c1	0.6%	+	1.3*	5%	8%	8%	-0.2%	-42%[20 µM]	2.5%	6%
